LmPK inh: inhibitors of Leishmania mexicana pyruvate kinase; Q27686; purified LmPK, Kinase-Glo ATP luminescence, 1 h; Potency, µM (highest dose often 57.5 µM), without a hit: top-dose activity change, negative = inhibition, hits mostly inhibitors; 290,000 tested, 0.37% active; also: potency is read from the fitted curve at half-maximal effect; % is scaled to controls: 0 for no effect and ±100 for the full control effect
Target sequence (Q27686 whole entry, looked up): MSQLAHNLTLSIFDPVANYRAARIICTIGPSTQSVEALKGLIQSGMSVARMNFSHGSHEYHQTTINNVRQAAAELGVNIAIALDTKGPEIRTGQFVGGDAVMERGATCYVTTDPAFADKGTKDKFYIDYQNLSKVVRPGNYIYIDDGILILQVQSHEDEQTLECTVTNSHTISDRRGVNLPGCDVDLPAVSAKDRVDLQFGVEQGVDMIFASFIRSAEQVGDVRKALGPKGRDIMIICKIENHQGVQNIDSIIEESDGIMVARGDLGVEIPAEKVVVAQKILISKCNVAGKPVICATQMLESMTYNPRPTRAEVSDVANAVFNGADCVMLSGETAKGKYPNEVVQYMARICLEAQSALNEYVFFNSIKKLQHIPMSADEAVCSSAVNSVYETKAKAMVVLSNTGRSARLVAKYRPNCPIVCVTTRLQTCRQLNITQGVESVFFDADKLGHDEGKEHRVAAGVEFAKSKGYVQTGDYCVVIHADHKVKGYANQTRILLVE
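qHTS format; LmPK 0.1 nM; substrates PEP 0.5 mM and ADP 0.1 mM. One-hour room-temperature incubation, then coupled luciferase luminescence; 0.5 nM enzyme wells mark activation.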
Cycloheximide cs: counter-screen hit for Shiga toxin inhibitors, cycloheximide | cell reporter, cycloheximide protein synthesis inhibition counterscreen | max response, % | 300,000 tested, 12% active | AID 2314; in the data active = max response mostly above about 13%, no sharp cut-off; inactive = mostly below about 14%; also: read at 38.3 µM for the half of the compounds with a filed dose; 0% is about no effect
Shiga inhibitor: Shiga toxin inhibition; Vero cells, Shiga toxin protein synthesis inhibition reporter; inhibition, % at 38.7 µM; 290,000 tested, 9.2% active; AID 2315; in the data active = inhibition mostly above about 28%, no sharp cut-off; inactive = mostly below about 43%; also: 0% is about no effect
AMA1 RON2 block: disrupts binding of P. falciparum AMA1 to RON2; AlphaScreen AMA1-biotinylated RON2 peptide binding; Potency, µM (doses to about 58.2 µM), for the others: at the top dose activity change, negative = inhibition, most hits filed as inhibitors; 360,000 tested, 0.2% active; AID 720542;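 also: potency is read from the fitted curve at half-maximal effect; 0% = vehicle wells and -100% = peptide control; nearly all actives have a fitted effect of over 45% in size; some results filed as inactive show a strong effect at the top dose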
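AMA1 (3D7) with his tag at 25 nM final met compounds first, then biotinylated RON2 peptide at 25 nM; detection used donor plus acceptor beads, 10 µg/mL apiece, read by AlphaScreen after 30 min at room temperature.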
Tb PYK inh: blocks Trypanosoma brucei pyruvate kinase | Q57TT1 | TbPYK enzyme, Kinase-Glo Plus ATP luminescence, 45 min | Potency, µM (highest dose often 76.8 µM), without a hit: at the highest dose activity, negative = inhibition, hits mostly inhibitors | 410,000 tested, 0.12% active | AID 624173; also: potency is read from the fitted curve at half-maximal effect; % is scaled to controls: 0 for no effect and ±100 for the full control effect; nearly all actives have a fitted effect of over 50% in size
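ADP (130 uM final) triggers the TbPYK reaction after compound addition; incubation is 45 min at room temperature. Kinase-Glo Plus is then added and luminescence imaged. Normalized data are fitted to concentration-effect curves.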
Pf growth 48h: inhibits P. falciparum growth in the first generation, 48 h. P. falciparum luciferase growth in erythrocytes, 48 h. Potency, µM (doses to about 28.7 µM), for inactives: top-dose activity change, negative = inhibition, actives largely listed as inhibitors. 310,000 tested, 5.9% active. AID 504832; also: potency is read from the fitted curve at half-maximal effect; % is scaled to controls: 0 for no effect and ±100 for the full control effect
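Here the parasites carry a stable luciferase gene and grow inside erythrocytes in Albumax-based RPMI medium with compound for one erythrocytic cycle. Activity is scored as loss of luminescent signal.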
Pf growth 96h: P. falciparum growth inhibition at 96 hour, primary screen for plastid delayed-death inhibitors; P. falciparum luciferase reporter growth, 96 h; Potency, µM (doses to about 28.7 µM), without a hit: top-dose activity change, negative = inhibition, most hits filed as inhibitors; 320,000 tested, 6.9% active; also: potency is read from the fitted curve at half-maximal effect; % is scaled to controls: 0 for no effect and ±100 for the full control effect
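Erythrocytes infected with luciferase-expressing P. falciparum were dispensed at 2% hematocrit and 0.05% parasitemia (final), then incubated with compounds 96 hours at 37 C in 5% CO2. Luminescence after detection reagent addition reported growth.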
* = called active by the depositor; ? = inconclusive; · = not tested or not shown; [ ] = dose if it differs, or a comment. Unless noted, calls follow the shape of the dose curve; as a rule, active = well fitted curve in the direction sought with a large enough effect; inconclusive = small, poorly fitted or top-dose-only effect, or another doubt; inactive = no such curve, though single readings can be large; an effect the other way counts as inactive or inconclusive. Compounds were not picked by outcome; about 21% have a hit in one of these screens.

A first look:
Order of results: LmPK inh	Cycloheximide cs	Shiga inhibitor	AMA1 RON2 block	Tb PYK inh	Pf growth 48h	Pf growth 96h
COc1ccc2nc(N=NC3=C(O)CC(C)(C)CC3=O)sc2c1
  0%	28*	44	18%	-13%	68%[activator]	93%[activator]
COc1ccc(NC(=S)N(CCc2ccc(OC)c(OC)c2)Cc2ccccn2)cc1
  -3%	1	25	0%	2%	?	12µM*

This part in full, from the start:
Order of results: LmPK inh	Cycloheximide cs	Shiga inhibitor	AMA1 RON2 block	Tb PYK inh	Pf growth 48h	Pf growth 96h
COc1ccc2nc(N=NC3=C(O)CC(C)(C)CC3=O)sc2c1
  0%	28*	44	18%	-13%	68%[activator]	93%[activator]
COc1ccc(NC(=S)N(CCc2ccc(OC)c(OC)c2)Cc2ccccn2)cc1
  -3%	1	25	0%	2%	?	12µM*
COc1cc(/C=C/C(=O)c2ccc(C)cc2)ccc1OCC#N
  -4%	81*	107*	-8%	5%	?	?
CCOc1ccc(NC(=S)Nc2cc(C)[nH]n2)cc1
  1%	27*	62*	54%[activator]	-8%	40%[activator]	-6%[5.75 µM]
Cc1cc(=O)oc2ccc(OCC(=O)N3CCc4ccccc43)cc12
  3%	-3	26	-9%	5%	-21%	?
C=COC(=O)c1sc2nc(C)cc(C)c2c1N
  1%	13	19	6%	-4%	38%[activator]	-14%
Cc1cc(C)cc(OC(=O)CS(=O)c2ccc(C(F)(F)F)cc2[N+](=O)[O-])c1 (configuration not stated)
  8%	-2	-9	-25%	-14%	·	?
COc1cc(CNCc2ccc(OC)cc2OC)cc(OC)c1
  6%	2	·	-29%	13%	-52%	0%
Cc1ccc(C(=O)N/C(=C\c2ccccc2)C(=O)NCCN2CCOCC2)cc1
  -3%	2	-6	0%	1%	18%	9%
COc1ccc(C2CC(c3ccccc3)Nc3ncnn32)cc1 (configuration not stated)
  -1%	-4	-19	-1%	-5%	-13%	18%
CCOC(=O)C1CCN(S(=O)(=O)c2ccc(-c3nc4ccccc4s3)s2)CC1
  -4%	45*	69*	1%	-26%	37%[activator]	?
COc1ccc(NC(=O)N2CCN(c3ccc([N+](=O)[O-])cc3)CC2)cc1OC
  1%	0	17	17%	-7%	16%[5.75 µM]	?
O=C(CSc1ccc(Cl)cc1)Nc1ncccn1
  -3%	5	10	-10%	3%	21%	-16%
CN(C)S(=O)(=O)c1ccc(NC(=O)N2CCN(c3cccc(C(F)(F)F)c3)CC2)cc1
  4%	4	15	-20%	-2%	12µM*	12µM*
Cc1ccc(-n2nc(-c3cccnc3)cc2C(=O)N2CCOCC2)c(C)c1
  -3%	-2	-10	-2%	1%	?	·
CSc1sc(-c2nnc(SCC(=O)Nc3ccc(Cl)cc3)n2C)c2c1C=CCC2
  7%	-3	1	-10%	1%	10%	3%
CCN1CCN(C(=O)Nc2cc(Cl)ccc2OC)CC1
  -1%	-5	-8	-21%	-12%	17%	4%
C/C(=N\NC1=N[C@H]2CS(=O)(=O)C[C@H]2S1)c1ccccc1
  -4%	-1	-5	72%[activator]	-15%	28%	12%
Cc1cc(C)c(C)c(S(=O)(=O)NCC(=O)Nc2ccccc2F)c1C
  -3%	-2	2	-9%	-3%	-14%	9%
CN(C)c1cccc(C(=O)OC(C(=O)Nc2ccc(Cl)cc2C(F)(F)F)c2ccccc2)c1 (configuration not stated)
  1%	0	-9	11%	-3%	?	12µM*

Order of results: LmPK inh	Cycloheximide cs	Shiga inhibitor	AMA1 RON2 block	Tb PYK inh	Pf growth 48h	Pf growth 96h
Cc1ccc(C)c(Cn2c(=O)n(CCC(=O)NCc3ccco3)c(=O)c3ccccc32)c1
  -1%	1	-8	-1%	2%	?	4%
Cc1ccc(S(=O)(=O)N2C(=O)CCC2C(=O)O/N=C(\N)c2ccccc2)cc1 (configuration not stated)
  10%	7	-13	19%	-9%	?	-7%
O=C(c1ccc(Cl)c(Cl)c1)N1CCOCC1
  0%	5	-5	1%	-1%	-11%	27%
NC(=O)c1ccc(NCCc2ccccc2)c([N+](=O)[O-])c1
  1%	16*	10	-8%	-5%	22%	?
O=C1C2C3C=CC(C4CC34)C2C(=O)N1c1cccc2ccccc12 (configuration not stated)
  -2%	13	18	3%	-4%	19%	?
CCCn1nnnc1SCC(=O)Nc1ccc(F)cc1
  2%	-4	28	-6%	-3%	36%[activator]	·
Cc1ccccc1NC(=S)NCC1CCN(C(C)c2ccccc2)C1 (configuration not stated)
  11%	-3	-16	-4%	0%	8%	0%
CN(C)c1ccc(NC(=O)C(=O)NCCOc2ccccc2)cc1
  14%	4	19	-14%	-1%	16%	?
COc1ccc(C(=O)Nc2ccc(Br)cn2)cc1S(=O)(=O)N1CCOCC1
  ·	·	·	-4%	2%	-29%	?
CCCCOc1ccc(C(O)C(CN2CCOCC2)c2ccccc2)cc1 (configuration not stated)
  1%	-5	49	-8%	-2%	?	?
COC(=O)CC1=NN(c2ccccc2)C(=O)/C1=C\c1ccc(OC)cc1
  2%	0	-12	0%	?	2%	3%
Cc1ccc(C(=O)Nc2nc3ccc(S(C)(=O)=O)cc3s2)cc1C
  0%	-2	-5	1%	-5%	·	32%[activator]
CCN(CC(=O)Nc1ccc2c(c1)OCCO2)C(=O)/C=C/c1ccc(OC)c(OC)c1
  ·	·	·	24%	-3%	?	19%
O=C(NC1CCN(Cc2ccccc2)CC1)c1ccc2c(c1)OCCCO2
  -1%	7	14	0%	5%	35%[activator]	83%[activator]
O=C(CSc1ncnc2ccccc12)Nc1ccc2c(c1)OCCO2
  3%	31*	63	-1%	3%	14%	16%
Nc1ccccc1C(=O)NC12CC3CC(CC(C3)C1)C2
  0%	-1	19	7%	1%	4%	?
O=C(NC1CC(=O)N(c2cccc(F)c2)C1)C(=O)c1c[nH]c2ccccc12 (configuration not stated)
  ·	·	·	3%	-11%	-10%	33%[activator]
CC(C)CCn1c(CN2CC(C)OC(C)C2)nc2c1c(=O)n(C)c(=O)n2C (configuration not stated)
  1%	-1	5	0%	-1%	-7%	-14%
CCn1c(COc2ccc(Cl)cc2)nnc1SC1CCc2ccccc2C1=O (configuration not stated)
  -1%	-3	-14	4%[11.6 µM]	-8%	-5%	?
O=C(NNC(=O)C1CCN(S(=O)(=O)c2ccc(Cl)cc2)CC1)c1ccncc1
  6%	-1	-5	19%	3%	31%[activator]	33%[activator]

Order of results: LmPK inh	Cycloheximide cs	Shiga inhibitor	AMA1 RON2 block	Tb PYK inh	Pf growth 48h	Pf growth 96h
O=c1c2ccccc2nc(-c2ccco2)n1/N=C/c1ccccc1O
  9%	2	-32	3%	-15%	?	11%
O=C1CCCc2[nH]c(-c3ccccc3)nc21
  -27%	37*	59*	-1%	-8%	51%[activator]	?
Cc1ccc(OCC(=O)Nc2cc(S(=O)(=O)N3CCOCC3)ccc2Cl)c([N+](=O)[O-])n1
  3%	2	-3	16%	-3%	78%[activator]	-1%
COc1cc(OC)c(S(=O)(=O)NC(C)C)cc1S(=O)(=O)NC(C)C
  11%	4	13	-2%	4%	8%	2%
Cc1noc(C)c1COc1ccccc1C(=O)N1CCN(S(=O)(=O)c2cccc(Cl)c2)CC1
  ·	·	·	9%	4%	?	-25%
Cc1cccc(NC(=O)c2cc3ccccc3o2)c1
  14µM*	50*	95*	18%	-10%	330%[activator]	496%[activator]
CCOC(=O)c1ccccc1NC(=O)CSc1nc(N)cc(N)n1
  3%	-3	-6	3%	-10%	2%	12µM*
O=C(NCCOC(=O)c1ccc(C(=O)OCCNC(=O)c2cccnc2)s1)c1cccnc1
  2%	-2	24	3%	-5%	-3%	20%
CCc1nnc(NC(=O)CSc2nnc(C)c(=O)n2N)s1
  0%	-3	12	7%	-17%	-7%	17%
Cc1ccnc(NS(=O)(=O)c2ccc(N3C(=O)Nc4ccccc4N3O)cc2)c1
  1%	-1	-13	0%	1%	0%	-46%[5.75 µM]
CCc1ccc(NC(=O)Cn2c3[n+](c4c(F)c(F)ccc42)CCCCC3)cc1
  -4%	5	13	4%	1%	3.7µM*	?
CC1CCCCC1NC(=S)NC(=O)c1sc2ccccc2c1Cl (configuration not stated)
  9%	12*	-7	3%	-8%	?	?
CCOC(=O)C1CCN(C(=O)c2cc(S(=O)(=O)N3CCc4ccccc43)ccc2OC)CC1
  ·	·	·	-6%	2%	?	?
Cn1[nH]c(CSc2ccc(Cl)cc2)cc1=O
  3%	20	26	1%	3%	449%[activator]	0%
CC(C)(C)NS(=O)(=O)c1ccc(CCC(=O)O)cc1
  -7%	-2	-6	-7%	-9%	-5%	-18%
CN(C)C(=O)c1cn(-c2ccccc2)nc1-c1cc2ccccc2oc1=O
  1%	5	32	-15%	1%	6%	0%
COc1ccc(NC(=O)CCCc2ccc(OC)c(C)c2)cc1
  0%	-3	-9	2%	-5%	6%	?
O=C(CSc1ccccn1)Nc1ccc(Cl)cn1
  1%	23*	44	0%	-12%	-30%	-1%
CC(OC(=O)c1ccc(Cl)cc1)C(=O)NCc1ccc2c(c1)OCO2 (configuration not stated)
  ·	·	·	-1%	3%	?	?
CN(CC(=O)NCc1ccc(F)cc1)CC(=O)Nc1ccc(Cl)c(C(F)(F)F)c1
  3%	2	-6	80%[activator]	4%	8%	-7%

Order of results: LmPK inh	Cycloheximide cs	Shiga inhibitor	AMA1 RON2 block	Tb PYK inh	Pf growth 48h	Pf growth 96h
Cc1cccc(NC(=O)Nc2ccccc2)n1
  1%	23*	43*	-3%	0%	72%[activator]	87%[activator]
O=C(N/N=C/c1ccoc1)c1cc(Br)ccc1O
  -1%	31*	57	61%[activator]	-11%	2%	270%[activator]
CN(C)c1nc(N2CCOCC2)nc(N(c2ccccc2)c2ccccc2)n1
  3%	-1	5	20%	9%	?	?
CC(=O)Oc1ccc2c(=O)oc(-c3ccccc3)nc2c1
  -6%	-1	-3	-2%	2%	20%	37%[activator]
COCCn1c(SCC(=O)NCc2ccco2)nc2cccnc21
  -3%	-3	-9	-18%	4%	-1%	?
COc1ccc(NC(=O)CSCC(=O)Nc2sccc2C#N)cc1
  ·	·	·	-15%	-4%	-4%	4%
Cc1ccccc1CN1CCNC(=O)C1CC(=O)NC1CCCCCCC1 (configuration not stated)
  -6%	-4	-4	32%[activator]	4%	?	2.6µM*
Cc1c(Cl)cccc1-n1c(SCC(=O)NCc2cccs2)nnc1-c1ccncc1
  -3%	-1	18	0%	-11%	?	?
Cc1oc(C(=O)O)cc1CSCc1cc(C(=O)O)c(C)o1
  17%	12*	16	-8%	-10%	13%	11%
Cc1c(-c2ccn[nH]2)cc(NC(=O)c2ccc(Cl)cc2)c(=O)n1N
  1%	1	4	11%	-6%	364%[activator]	-10%
Cc1ccc(S(=O)(=O)N2[C@@H](c3ccccc3F)C(C(=O)O)=CC[C@H]2c2ccc(Cl)cc2)cc1
  ·	·	·	18%	-1%	?	60%[activator]
CN1CCN(/N=C/c2ccc(-c3ccc([N+](=O)[O-])cc3Cl)o2)CC1
  0%	-1	17	?	0%	?	3%
O=C(C(=O)N1CCOCC1)c1cn(CCOc2ccccc2)c2ccccc12
  2%	6	-9	-3%	-6%	-18%	51%[activator]
CC(C)(C)C1CCc2c(sc3c2C(=O)NC(c2ccco2)N3)C1 (configuration not stated)
  2%	34*	74*	20%	?	-6%	·

Bioassay records as filed in PubChem BioAssay.
